Screening data deposited in PubChem by several laboratories.
Granule exo inh: LAMP-1 surface exposure blockers, TALL-104 cells – cell-based, flow cytometry, MLPCN library, primary screen; TALL-104 LAMP-1 surface exposure; cells stimulated with thapsigargin and PMA; inhibition, % at 10 µM; 0.66% of 360,000 active; AID 651702, 2012;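 active means inhibition above about 55%, limit read from the data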
Vif inh: HIV Vif self-association inhibitors, primary screen, imaging, HEK293T, single point; HEK293T cells, Vif self-association by quenched fluorescence, 24 h; inhibition, % at 7.49 µM; 0.35% of 340,000 active; in the data active means inhibition above about 50%, passing the limit was not always enough; further: some results filed as inactive read as strong as hits
CaV13 FRET inh: Primary screen for inhibitors of IQ motif and Ca2+-dependent inactivation inhibitor domain binding in CACNA1D, Förster resonance energy transfer in living cells, …; HEK cells, CFP/YFP FRET ICDI-IQ, plate reader, 10 min; percent FRET-ratio fall versus neutral wells; inhibition, % at 12.3 µM; 0.098% of 340,000 active; AID 743397;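 active means mean replicate inhibition of at least 30% and at least 1% of replicates passing that level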;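 further: 0% = median of the neutral control wells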
Cardio protect: cardioprotection against H2O2-induced cell death, primary screen, uHTS, H9c2 cells, ATPLite luminescence; H9c2 cardiomyocytes, H2O2 injury protection, 2 h; protection from H2O2 cell death, % at 20 µM; 0.63% of 360,000 active; AID 588492, 2011;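 active means compounds giving at least 50% protection of heart cells from peroxide-induced death in the single-dose screen, raw or plate-pattern-corrected value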;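 further: 0% = DMSO wells with peroxide and 100% = DMSO wells without peroxide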
PDI inh: inhibitors of human PDI, primary screen, biochemical, turbidity, single point, plate reader. Protein disulfide-isomerase (Homo sapiens), P07237. PDI insulin aggregation turbidity, A650, 90 min. 0.052% of 350,000 active. inhibition, % at 10 µM;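 active means mean inhibition across replicates of 30% or more, whatever share of single replicates reach that level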;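 further: absorbance from insulin aggregation driven by PDI reduction with DTT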
Target sequence (P07237 whole entry, looked up): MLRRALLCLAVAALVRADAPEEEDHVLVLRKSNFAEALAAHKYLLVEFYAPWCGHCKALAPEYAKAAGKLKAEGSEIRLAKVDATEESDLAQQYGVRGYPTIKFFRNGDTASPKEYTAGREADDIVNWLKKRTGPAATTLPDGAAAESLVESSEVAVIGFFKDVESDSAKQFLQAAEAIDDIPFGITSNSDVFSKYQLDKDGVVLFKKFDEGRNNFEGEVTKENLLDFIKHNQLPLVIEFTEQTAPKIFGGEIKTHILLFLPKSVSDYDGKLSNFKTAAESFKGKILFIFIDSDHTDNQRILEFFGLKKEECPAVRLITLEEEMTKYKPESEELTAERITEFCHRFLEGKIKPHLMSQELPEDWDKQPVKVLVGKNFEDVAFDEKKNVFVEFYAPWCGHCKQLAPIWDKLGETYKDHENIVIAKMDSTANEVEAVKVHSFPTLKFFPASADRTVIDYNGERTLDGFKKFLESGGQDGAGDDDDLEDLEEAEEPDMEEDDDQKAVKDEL
hiPSC survival: enhancers of single-cell hiPSC survival, primary screen, ATPlite luminescence. 100% = ROCK inhibitor wells, 0% = DMSO. survival enhancement, % at 20 µM. 0.044% of 360,000 active. AID 602274, 2012; in the data active means survival enhancement above about 18%;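 further: cells exposed to compounds for 16 hours before the ATP read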
HTR2A ag: mouse Htr2a agonists via beta-arrestin recruitment, primary screen, cell-based, luminescence; 5-hydroxytryptamine receptor 2A (Mus musculus), P35363; CHO-K1 mHTR2A beta-arrestin complementation; percent of 30 µM serotonin response; activation, % at 7.6 µM; 0.66% of 360,000 active; AID 624169, 2012;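 active means activation above a run cutoff, the mean activation of all tested compounds plus 3 SD, cut at about 14% in these data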;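 further: 0% = plate median of compound wells and 100% = 30 µM serotonin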
Target sequence (P35363 whole entry, looked up): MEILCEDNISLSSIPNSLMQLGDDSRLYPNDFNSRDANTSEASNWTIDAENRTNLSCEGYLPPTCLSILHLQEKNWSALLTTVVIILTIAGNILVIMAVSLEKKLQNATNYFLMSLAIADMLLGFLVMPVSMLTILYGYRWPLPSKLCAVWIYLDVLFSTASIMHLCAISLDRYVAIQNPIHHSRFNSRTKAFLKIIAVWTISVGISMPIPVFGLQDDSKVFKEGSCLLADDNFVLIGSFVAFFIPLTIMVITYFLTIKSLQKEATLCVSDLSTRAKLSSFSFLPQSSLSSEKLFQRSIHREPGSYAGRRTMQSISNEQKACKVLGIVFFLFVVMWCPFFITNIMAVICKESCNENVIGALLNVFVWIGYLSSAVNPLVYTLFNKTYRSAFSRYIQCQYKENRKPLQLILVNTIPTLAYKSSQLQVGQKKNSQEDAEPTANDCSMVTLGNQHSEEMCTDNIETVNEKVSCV
N-glyco inh: increase of ERlucT glycosylation luciferase signal, primary screen, N-linked glycosylation inhibitor project, D54 ERlucT cells, luminescence, set 2; D54 ERlucT glycosylation luciferase reporter, 24 h; percent of 100 nM tunicamycin response; reporter increase, % at 12.5 µM; 0.23% of 360,000 active;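 active means mean luciferase reporter signal, scaled so untreated is 0 and the glycosylation-blocking control 100, at or above a set limit in every replicate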;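 further: luciferase carries N-glycosylation sites so blocking glycosylation raises the light; 0% = median of neutral control wells and 100% = median of 100 nM tunicamycin wells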
aDG glyco act: activators of alpha-DG glycosylation, primary screen, uHTS, Pro5-aDG cells, AlphaScreen; alpha-DG glycosylation AlphaScreen (IIH6); 0% Pro5, 100% B10-LARGE cell signal; activation, % at 10 µM; 0.22% of 360,000 active; AID 624168, 2012;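 active means activation of at least 8% versus controls, or a plate z-score of at least 8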;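 further: Pro5 are CHO cells carrying HIG-tagged alpha-DG that lacks glycosylation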
ABCB6 inh 2: ABCB6 transporter inhibitors, primary screen, K562-ABCB6 cells, flow cytometry, MLPCN library. 0.19% of 360,000 active. K562-ABCB6 porphyrin accumulation, 1 h; hits give low values. ATP-binding cassette sub-family B member 6 (Homo sapiens), Q9NP58. fluorescence ratio to DMSO, % at 10 µM. AID 602162, 2011;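 active means fluorescence ratio to DMSO below 75%, the collection mean minus 3 SD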;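 further: signal is porphyrin accumulated inside mitochondria; 100% equals median channel fluorescence of DMSO control wells; lower ratio means ABCB6 inhibition with less porphyrin fluorescence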
The depositor's hits bear a star. Not a hit list (roughly 3.1% active in at least one column).

Results for Cc1ccc(NC(=O)C2CC(=O)Nc3nncn32)cc1 (stereo unspecified) ?
Granule exo inh: 6; Vif inh: 0; CaV13 FRET inh: -3; Cardio protect: 4; PDI inh: 5; hiPSC survival: 0.0; HTR2A ag: -1; N-glyco inh: 4; aDG glyco act: 0.1; ABCB6 inh 2: 110

What do the screens show for `O=C1CNC(=S)N1Cc1cccc(Cl)c1`?
Granule exo inh: -4; Vif inh: -8; CaV13 FRET inh: -18; Cardio protect: -2; PDI inh: 1; hiPSC survival: 1.7; HTR2A ag: 5; N-glyco inh: 0; aDG glyco act: -0.1; ABCB6 inh 2: 100

Results for O=CN1N=C(c2ccccc2)CC1c1ccc(Cl)cc1 (stereo unspecified) ?
Granule exo inh: -5; Vif inh: -19; CaV13 FRET inh: -2; Cardio protect: 0; PDI inh: 0; hiPSC survival: 1.3; HTR2A ag: 1; N-glyco inh: 0; aDG glyco act: 0.2; ABCB6 inh 2: 99

Results for CC(Oc1ccccc1)C(=O)NC1=NCCS1 (stereo unspecified) ?
Granule exo inh: -1; Vif inh: -2; CaV13 FRET inh: -4; Cardio protect: 2; PDI inh: 6; hiPSC survival: -0.1; HTR2A ag: 10; N-glyco inh: -4; aDG glyco act: -0.4; ABCB6 inh 2: 95

How did NC(=O)c1cc(N)ccc1N1CCCCC1 do in these assays?
Granule exo inh: -3; Vif inh: -4; CaV13 FRET inh: -4; Cardio protect: 3; PDI inh: 0; hiPSC survival: -0.4; HTR2A ag: -2; N-glyco inh: 0; aDG glyco act: -0.5; ABCB6 inh 2: 102

Results for COc1ccccc1-c1cc(N)n(S(=O)(=O)c2cccc3nsnc23)n1 ?
Granule exo inh: -1; Vif inh: -14; CaV13 FRET inh: -6; Cardio protect: -3; PDI inh: -2; hiPSC survival: -0.3; HTR2A ag: 0; N-glyco inh: 0; aDG glyco act: 0.0; ABCB6 inh 2: 99

Results for Cc1[nH]c(=O)nc(SCc2ccc(Cl)c(Cl)c2)c1C#N ?
Granule exo inh: -2; Vif inh: 13; CaV13 FRET inh: -4; Cardio protect: -10; PDI inh: 1; hiPSC survival: 0.2; HTR2A ag: 15*; N-glyco inh: 0; aDG glyco act: 0.0; ABCB6 inh 2: 96

Results for CCOC(=O)CNC(=O)c1c(C)nn(C)c1Cl ?
Granule exo inh: 0; Vif inh: 18; CaV13 FRET inh: 8; Cardio protect: -10; PDI inh: -6; hiPSC survival: -0.4; HTR2A ag: -1; N-glyco inh: 1; aDG glyco act: -0.1; ABCB6 inh 2: 95

Results for Cc1nnc2c(NCCc3ccccc3)nc3ccccc3n12 ?
Granule exo inh: 0; Vif inh: -15; CaV13 FRET inh: -3; Cardio protect: 29; PDI inh: 6; hiPSC survival: 0.4; HTR2A ag: 8; N-glyco inh: 1; aDG glyco act: -0.1; ABCB6 inh 2: 96

Results for COc1ccc(C2=CC(=O)C[C@H](c3ccc(OC)cc3)C2)cc1 ?
Granule exo inh: -1; Vif inh: 17; CaV13 FRET inh: -4; Cardio protect: -3; PDI inh: 0; hiPSC survival: -1.3; HTR2A ag: -2; N-glyco inh: 2; aDG glyco act: 0.1; ABCB6 inh 2: 99

How did O=C(CN1C(=O)c2ccccc2S1(=O)=O)c1ccc(OC(F)F)cc1 do in these assays?
Granule exo inh: -13; Vif inh: 7; Cardio protect: -5; PDI inh: 8; hiPSC survival: 0.4; HTR2A ag: 5; N-glyco inh: -19; aDG glyco act: -0.1; ABCB6 inh 2: 92

Results for COC(=O)c1cc(OCC(=O)NC2CCCc3ccccc32)cc(C(=O)OC)c1 (stereo unspecified) ?
Granule exo inh: 35; Vif inh: 6; CaV13 FRET inh: -3; Cardio protect: -5; PDI inh: -35; hiPSC survival: 1.6; HTR2A ag: 4; N-glyco inh: 0; aDG glyco act: 0.2; ABCB6 inh 2: 96

What do the screens show for `CC1CCC(NC(=O)C(NS(=O)(=O)c2cccc3nsnc23)C(C)C)CC1` (stereo unspecified)?
Granule exo inh: -1; Vif inh: -3; CaV13 FRET inh: -5; Cardio protect: -3; PDI inh: 1; hiPSC survival: 0.8; HTR2A ag: -1; N-glyco inh: 2; aDG glyco act: 1.0; ABCB6 inh 2: 92

How did COc1ccc(NC(=O)CN(C)S(=O)(=O)c2ccc(Br)s2)cc1OC do in these assays?
Granule exo inh: -5; Vif inh: -4; CaV13 FRET inh: -4; Cardio protect: -7; PDI inh: -14; hiPSC survival: 0.8; HTR2A ag: -4; N-glyco inh: 1; aDG glyco act: 0.0; ABCB6 inh 2: 98

How did COC(=O)c1ccc(C2C(C(=O)OCC(C)C)=C(C)N=C3SCCC(=O)N32)cc1 (stereo unspecified) do in these assays?
Granule exo inh: 0; Vif inh: -21; CaV13 FRET inh: -5; Cardio protect: 6; PDI inh: -2; hiPSC survival: -2.1; HTR2A ag: -2; N-glyco inh: -2; aDG glyco act: -0.2; ABCB6 inh 2: 96

Results for Cc1sc2nc(C3CC3)nc(SCC(=O)N3CCc4ccccc4C3)c2c1C ?
Granule exo inh: 1; Vif inh: -9; CaV13 FRET inh: -4; Cardio protect: 0; PDI inh: 2; hiPSC survival: 3.7; HTR2A ag: 5; N-glyco inh: -8; aDG glyco act: 0.5; ABCB6 inh 2: 100

How did CCC(CC)C(=O)c1c[nH]c(C(=O)NCc2ccccc2)c1 do in these assays?
Granule exo inh: 1; Vif inh: 8; CaV13 FRET inh: -7; Cardio protect: 0; PDI inh: 1; hiPSC survival: 1.0; HTR2A ag: -3; N-glyco inh: -2; aDG glyco act: -0.1; ABCB6 inh 2: 96

How did COc1ccccc1NC(=O)CCN1CCCCCC1 do in these assays?
Granule exo inh: 1; CaV13 FRET inh: -4; Cardio protect: 5; PDI inh: -4; hiPSC survival: -1.1; HTR2A ag: -2; N-glyco inh: 1; aDG glyco act: 0.1; ABCB6 inh 2: 97

What do the screens show for `Cc1cc(=O)n2[nH]c(-c3ccsc3-n3c(C)ccc3C)cc2n1`?
Granule exo inh: -3; Vif inh: 4; CaV13 FRET inh: -4; Cardio protect: -3; PDI inh: 1; hiPSC survival: -0.5; HTR2A ag: 5; N-glyco inh: 4; aDG glyco act: 0.1; ABCB6 inh 2: 99

What do the screens show for `Cc1nnc(SCCC(=O)Nc2ccccc2Cl)o1`?
Granule exo inh: 1; Vif inh: 0; CaV13 FRET inh: -19; Cardio protect: 2; PDI inh: -6; hiPSC survival: 0.5; HTR2A ag: -2; N-glyco inh: 0; aDG glyco act: 0.0; ABCB6 inh 2: 93

The final 3 entries of the section before are carried over, then new ones follow:
How did COc1ccccc1NC(=O)CCN1CCCCCC1 do in these assays?
Granule exo inh: 1; CaV13 FRET inh: -4; Cardio protect: 5; PDI inh: -4; hiPSC survival: -1.1; HTR2A ag: -2; N-glyco inh: 1; aDG glyco act: 0.1; ABCB6 inh 2: 97

What do the screens show for `Cc1cc(=O)n2[nH]c(-c3ccsc3-n3c(C)ccc3C)cc2n1`?
Granule exo inh: -3; Vif inh: 4; CaV13 FRET inh: -4; Cardio protect: -3; PDI inh: 1; hiPSC survival: -0.5; HTR2A ag: 5; N-glyco inh: 4; aDG glyco act: 0.1; ABCB6 inh 2: 99

What do the screens show for `Cc1nnc(SCCC(=O)Nc2ccccc2Cl)o1`?
Granule exo inh: 1; Vif inh: 0; CaV13 FRET inh: -19; Cardio protect: 2; PDI inh: -6; hiPSC survival: 0.5; HTR2A ag: -2; N-glyco inh: 0; aDG glyco act: 0.0; ABCB6 inh 2: 93

What do the screens show for `COc1ccc(NC(=O)c2cc(-c3ccccc3OC)on2)cc1`?
Granule exo inh: 2; Vif inh: 7; CaV13 FRET inh: -9; Cardio protect: -4; PDI inh: -6; hiPSC survival: 8.5; HTR2A ag: -4; N-glyco inh: 14; aDG glyco act: -0.2; ABCB6 inh 2: 98

Results for CC1(C(=O)NCc2cc(F)cc(C(F)(F)F)c2)C=CC2(CCCCC2)N1C(=O)c1ccccc1 (stereo unspecified) ?
Granule exo inh: 6; Vif inh: -6; CaV13 FRET inh: -10; Cardio protect: -1; PDI inh: -5; hiPSC survival: -1.3; HTR2A ag: 5; N-glyco inh: 1; aDG glyco act: 0.1; ABCB6 inh 2: 96

Results for Nc1ccc(S(=O)(=O)NCC(=O)OC2CCOC2=O)cc1[N+](=O)[O-] (stereo unspecified) ?
Granule exo inh: -4; Vif inh: -4; CaV13 FRET inh: -14; Cardio protect: 5; PDI inh: 1; hiPSC survival: -0.1; HTR2A ag: -2; N-glyco inh: -2; aDG glyco act: -0.1; ABCB6 inh 2: 104

What do the screens show for `CC(NC(=O)COc1ccccc1)C(=O)N1CCN(c2ccc(F)cc2)CC1` (stereo unspecified)?
Granule exo inh: -1; Vif inh: -9; CaV13 FRET inh: -6; Cardio protect: -5; PDI inh: 2; hiPSC survival: -1.4; HTR2A ag: 7; N-glyco inh: 2; aDG glyco act: -0.1; ABCB6 inh 2: 95

What do the screens show for `Cc1ccc(C2=C/C(=C\c3cccnc3)C(=O)O2)cc1`?
Granule exo inh: 1; Vif inh: -9; CaV13 FRET inh: -4; Cardio protect: -5; PDI inh: -14; hiPSC survival: -2.2; HTR2A ag: 1; N-glyco inh: 1; aDG glyco act: 0.0; ABCB6 inh 2: 101

What do the screens show for `Cc1nonc1N1CCN(Cc2cn[nH]c2-c2ccc(F)cc2F)CC1`?
Granule exo inh: 0; Vif inh: 5; CaV13 FRET inh: -8; Cardio protect: -2; PDI inh: 8; hiPSC survival: 0.1; HTR2A ag: -1; N-glyco inh: 0; aDG glyco act: -0.1; ABCB6 inh 2: 103

What do the screens show for `CCc1nc2ccc(C(=O)Nc3ccc(OC)c(OC)c3)cn2c1N(C)Cc1nccs1`?
Granule exo inh: -2; Vif inh: 0; CaV13 FRET inh: -5; Cardio protect: 16; PDI inh: 0; hiPSC survival: -1.2; HTR2A ag: 1; N-glyco inh: -4; aDG glyco act: -0.4; ABCB6 inh 2: 98

What do the screens show for `O=C(CN1CCOCC1)Nc1ccc(Cl)cc1`?
Granule exo inh: -4; Vif inh: -5; CaV13 FRET inh: -3; Cardio protect: 5; PDI inh: -4; hiPSC survival: 0.4; HTR2A ag: 1; N-glyco inh: 1; aDG glyco act: 0.0; ABCB6 inh 2: 90

What do the screens show for `Cc1cc(C)cc(NC(=O)C2CCCC2)c1`?
Granule exo inh: -1; Vif inh: -2; CaV13 FRET inh: -8; Cardio protect: 4; PDI inh: -3; hiPSC survival: -2.4; HTR2A ag: -3; N-glyco inh: -2; aDG glyco act: -0.1; ABCB6 inh 2: 110
